Screening results deposited in PubChem BioAssay by several laboratories.
HEK293 NFkB inh: inhibitors of the PMA/ionomycin-induced NF-kB reporter in HEK293 cells; HEK-293 NF-kB luciferase reporter, luminescence; inhibition, % at 3 µM; actives 0.21% (n = 62,000); AID 465;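 active = inhibition above the mean of all tested compounds plus 3 SD, cut at about 40% in these data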;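 also: 0% = stimulated DMSO wells and 100% = 10 µM reference inhibitor 5653914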
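System – HEK-293 cells with stable firefly luciferase reporter driven by four HIV NF-kB elements · Doses – one dose, 3 µM · Schedule – 1 h compound pre-incubation, 16 h PMA/ionomycin at 37 °C · Technique – luminescence from luciferase substrate reagent · Measure – percent inhibition normalized per plate to DMSO and reference-inhibitor controls · Replicates – tested once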
ROCK2 blocker: blocks human Rho kinase 2 activity; purified ROCK2, Kinase-Glo ATP depletion luminescence; actives 0.35% (n = 60,000); O75116; inhibition, % at 6 µM;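 active = inhibition above the screen-wide mean inhibition plus 3 SD, cut at about 18% in these data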;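 also: plate controls were DMSO wells for no effect and Y-27632 control wells after no-enzyme background subtraction for full effect; many of its hits are not listed in these tables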
Cdc25B inh: human M-phase inducer phosphatase 2 inhibition; P30305; recombinant Cdc25B, OMFP fluorescence Ex485/Em525; inhibition, %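 (compounds tested at 10 µM final in the well)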; actives 0.1% (n = 65,000); in the data active = inhibition above about 50%
DUSP1 inh: human dual specificity phosphatase 1 inhibition. P28562. recombinant MKP-1, OMFP hydrolysis fluorescence. inhibition, %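 (compounds tested at a single concentration somewhere between 10 and 100 µM)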. actives 0.15% (n = 65,000). AID 374;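 active = inhibition above about 50%, limit read from the data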;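 also: 0% = DMSO max control wells and 100% = wells with enzyme stopped by NaOH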
MMP13 inh: inhibitors of human MMP13. P45452. actives 0.07% (n = 65,000). inhibition, % at 4 µM. MMP-13 fTHP FRET cleavage, Mca fluorescence;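 active = inhibition above the mean of compound-free control plate wells plus 3 SD, cut at about 14% in these data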;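 also: 0% = DMSO wells and 100% = wells with reference MMP-13 inhibitor after basal subtraction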
Jurkat tox 60K: cytotoxicity toward Jurkat cells | AID 463 | Jurkat E6.1 viability, ATP luminescence, 48 h | inhibition, % at 4 µM | actives 1.2% (n = 56,000);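 active = inhibition above the mean inhibition of all tested compounds plus 3 SD, cut at about 28% in these data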
PKA inh: inhibitors of human protein kinase A | inhibition, % at 6 µM | actives 0.1% (n = 65,000) | P17612 | AID 524 | PKA Kemptide phosphorylation, Kinase-Glo ATP luminescence;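 active = inhibition above the screen-wide mean inhibition plus 3 SD, cut at about 21% in these data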; also: many of its hits are not listed in these tables
JNK3 inh: inhibitors of human JNK3 kinase; purified JNK3 kinase activity, HTS; inhibition, % at 8 µM; actives 0.61% (n = 60,000); in the data active = inhibition above about 17%;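 also: 0% = DMSO and 100% = reference inhibitor; many of its hits are not listed in these tables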
TNAP act DEA: activators of human TNAP at intermediate phosphate acceptor; P05186; purified TNAP, CDP-star luminescence, 100 mM DEA, 30 min; active compounds read high; scale: 0 levamisole-inhibited, 1 vehicle-only enzyme; activation factor at 20 µM; 64,000 tested, under 10 active; AID 813;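 active = activation factor of at least 2 at 20 µM, relative to controls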
Active calls of the source: *; x = not tested or not shown. Rows were taken by chance. About 1.9% of those tested had a hit in this group.

| Compound | HEK293 NFkB inh | ROCK2 blocker | Cdc25B inh | DUSP1 inh | MMP13 inh | Jurkat tox 60K | PKA inh | JNK3 inh | TNAP act DEA |
| --- | --- | --- | --- | --- | --- | --- | --- | --- | --- |
| CCc1nnc(NC(=O)CSc2nnc(Cc3ccc(OC)cc3)o2)s1 | -2 | 3 | 12 | -13 | 0 | -1 | 4 | -8 | 1 |
| O=C(/C=C/N1CCOCC1)c1coc2ccccc12 | -10 | 2 | -4 | 3 | 5 | -10 | -1 | 2 | 0.9 |
| CCc1c(C)sc(NC(=O)c2cc(C)on2)c1C#N | -21 | -4 | -12 | 7 | 4 | 3 | -4 | 0 | 0.9 |
| CC(C)COC(=O)Cc1c(O)c2ccccc2[nH]c1=O | 9 | 1 | -17 | -7 | -15 | -2 | -2 | -1 | 0.8 |
| Cc1ccc(NC(=O)c2ccco2)cc1NC(=O)CSc1nnc(-c2cccs2)n1C | 11 | 10 | -10 | 8 | -8 | -4 | 11 | -2 | 0.8 |
| c1ccc(-c2cc3c(-n4cccc4)ncnc3o2)cc1 | -8 | 7 | -11 | 1 | -29 | -11 | 6 | 7 | 0.9 |
| O=C(c1ccc2nc(N3CCCCC3)sc2c1)N1CCN(Cc2ccc3c(c2)OCO3)CC1 | 7 | 0 | -10 | 4 | -4 | 13 | -7 | -4 | 1 |
| CCC(C)NS(=O)(=O)c1ccc(OCC(=O)NCc2ccc3c(c2)OCO3)cc1 (configuration not stated) | 2 | 9 | -16 | -2 | 0 | -3 | 6 | 7 | 0.9 |
| COc1ccc(C(=O)NCc2cn3cccc(C)c3n2)cc1OC | 10 | 0 | -5 | 0 | 5 | 0 | -8 | 7 | 1 |
| O=C(O)CC(Cn1cnnn1)c1ccccc1 (configuration not stated) | 16 | 4 | -7 | 0 | 0 | -3 | 4 | -5 | 1 |
| C=CCN(C(=O)Cn1c(C(=O)OC)cc2oc(C)cc21)c1ccccc1 | 8 | 4 | -7 | 3 | 4 | 6 | 8 | 4 | 1 |
| Cc1ccc(-n2c(SCC(=O)NC3CCCCC3)nc3c(c2=O)SCC3)cc1 | 11 | 0 | -3 | 5 | -6 | -4 | 7 | -1 | 1 |
| COc1ccc(S(=O)(=O)NCCSCc2cccs2)cc1 | 7 | 7 | 1 | -1 | 3 | -4 | 5 | 2 | 0.8 |
| Cc1ccc(-c2ccc(=O)n(CC(=O)N3CCN(c4cccc(C)c4)C(C)C3)n2)cc1 (configuration not stated) | 10 | 2 | -10 | 28 | 6 | -2 | 1 | 3 | 1 |
| Cc1ccc(-n2nc(C)c3cc(C(=O)O)sc32)cc1 | 14 | 0 | 2 | -2 | 0 | 1 | 5 | 5 | 0.9 |
| Cc1noc(/C=C/N(C)C)c1S(=O)(=O)N1CCCC(C(=O)NC(C)c2ccccc2)C1 (configuration not stated) | 18 | 4 | 2 | 5 | 2 | 8 | 3 | -1 | 0.8 |
| C=CCc1cc(/C=N/n2cnnc2)cc(OCC)c1O | 11 | 2 | 0 | 9 | -1 | 1 | -2 | 2 | 1 |
| O=C(O)CC(C(=O)O)c1cn(Cc2ccccc2)c2ccccc12 (configuration not stated) | 9 | 0 | 1 | 6 | 1 | 2 | 0 | 2 | 1 |
| COc1ccc(-n2nnnc2SCC(N)=O)cc1 | 9 | 0 | 2 | -5 | 2 | -2 | -1 | -5 | 1 |
| Cc1ncc([N+](=O)[O-])n1CCO | x | 3 | -17 | 37 | 0 | x | -1 | -4 | 0.9 |
| CC(=O)c1cccc(S(=O)(=O)N2CCC(n3nnc4cc(F)ccc43)CC2)c1 | 3 | 3 | -6 | -7 | 2 | -7 | 8 | 9 | 0.9 |
| CCOc1cc(C(=O)NC)cc(OCC)c1OCC | -2 | 0 | -8 | 16 | 8 | -1 | -2 | -4 | 0.9 |
| O=C(CSc1ncnc2c1oc1ccccc12)NCc1ccco1 | 16 | 2 | 5 | 16 | 0 | 3 | 5 | 3 | 0.8 |
| CCOC(=O)N1CCN(C2CC(=O)N(c3ccc(F)cc3)C2=O)CC1 (configuration not stated) | -1 | 2 | 2 | -2 | -4 | -3 | 5 | 0 | 0.9 |
| Cc1cc(-c2ccc(F)cc2)nc2cc(C(N)=O)nn12 | x | -9 | -12 | 6 | -24 | x | 2 | -7 | 0.9 |

3 entries out of the list above, sorted by their value in MMP13 inh, ascending.
SMILES | MMP13 inh
C=CCc1cc(/C=N/n2cnnc2)cc(OCC)c1O | -1
CCC(C)NS(=O)(=O)c1ccc(OCC(=O)NCc2ccc3c(c2)OCO3)cc1 (configuration not stated) | 0
O=C(O)CC(C(=O)O)c1cn(Cc2ccccc2)c2ccccc12 (configuration not stated) | 1

(more compounds)
| Compound | HEK293 NFkB inh | ROCK2 blocker | Cdc25B inh | DUSP1 inh | MMP13 inh | Jurkat tox 60K | PKA inh | JNK3 inh | TNAP act DEA |
| --- | --- | --- | --- | --- | --- | --- | --- | --- | --- |
| Cc1ccc2[nH]c(=O)c(CN(CCc3ccccc3)C(c3nnnn3Cc3ccco3)C(C)C)cc2c1 (configuration not stated) | 10 | 2 | 6 | 24 | -2 | 5 | 11 | 2 | 0.8 |
| CCOC(=O)C(C)Oc1cccc2c(=O)n(CC(=O)N3CCN(C(=O)OCC)CC3)ccc12 (configuration not stated) | -1 | -2 | -8 | 19 | -2 | 2 | 4 | 0 | 1.1 |
| CCOC(=O)c1cnc(Nc2nc3ccccc3o2)nc1CSc1nnc(C)s1 | -19 | 6 | -18 | 12 | 2 | -3 | 7 | 3 | x |
| CC12CN3CC(C)(CN(C1)C3c1ccc(Br)cc1O)C2 (configuration not stated) | x | 0 | -39 | -33 | -4 | x | 4 | 1 | 0.9 |
| CCCCCOc1ccc(N2C(=O)CC(N(O)c3ccccc3)C2=O)cc1 (configuration not stated) | 12 | 0 | 4 | 1 | -6 | 8 | 0 | -5 | 0.8 |
| Cc1cc(C)nc(SCCC(=O)N2CCOCC2)n1 | 14 | 5 | -17 | -14 | 6 | -4 | 12 | 0 | 1 |
| O=C(O)CSc1nc2ccccc2o1 | 0 | 2 | -5 | 7 | -5 | -1 | 7 | 3 | 0.9 |
| Cc1cc(=O)n2nc(N3CCC(C(=O)N4CCN(C)CC4)CC3)sc2n1 | -1 | 4 | -6 | -8 | -2 | -5 | 8 | 0 | 0.9 |
| COc1ccc(N(CC(=O)NCc2ccccc2OC)S(=O)(=O)c2c(C)nn(C)c2C)cc1 | -1 | 4 | -10 | 10 | 4 | -2 | 6 | -1 | 1 |
| Cc1cc(C)n(-c2nc3nonc3nc2-n2nc(C)cc2C)n1 | 8 | 4 | 3 | -12 | -3 | -7 | 3 | -2 | 1 |
| Cn1c(C(=O)OC(C(=O)NC2CCCC2)c2cccnc2)cc2sccc21 (configuration not stated) | 3 | 3 | 10 | 6 | 1 | 0 | 8 | 4 | 0.9 |
| COc1ccc(N2CCN(c3ccc(NC(=O)C4CCCCC4)cc3C#N)CC2)cc1 | -5 | 6 | 4 | 3 | 6 | -3 | 12 | 6 | 0.9 |
| COc1ccc(S(=O)(=O)Nc2ccccc2C(=O)NC(C)C)cc1OC | 16 | -6 | -5 | 5 | -9 | 11 | -7 | -1 | 1 |
| CCN(C(=O)c1cc2cc(OC)ccc2oc1=O)c1ccccc1 | 10 | -2 | -9 | 24 | 2 | 1 | 3 | -4 | 0.9 |
| CCN(CC)c1ccc(/C=N/n2c(C)cc(C)cc2=O)cc1 | 14 | 1 | 1 | 10 | 4 | 8 | -10 | -4 | 0.9 |
| O=C1C(Cl)=C(NCCCN2CCOCC2)C(=O)N1CCc1ccccc1 | 3 | 2 | -5 | 6 | 4 | 3 | 0 | 9 | 0.9 |
| CCCCOC(=O)N1CCOCCOCCN(C(=O)OCCCC)CCOCCOCC1 | 14 | 6 | -31 | -10 | 1 | -5 | 8 | -2 | 0.9 |
| c1ccc(-c2cnnc(SCc3cn4cccnc4n3)n2)cc1 | 12 | 14 | -9 | -9 | -12 | -1 | 12 | 1 | 0.9 |
| c1cncc(CSc2nnc(-c3cccnc3)n2Cc2ccco2)c1 | 2 | 1 | -6 | 6 | -4 | -7 | 7 | 1 | 1 |
| COC(=O)C1=C(CN2CCc3ccccc32)NC(=O)NC1c1cc(C)ccc1C (configuration not stated) | 4 | -1 | -1 | 12 | 6 | 6 | 0 | -2 | 0.9 |
| C=CCn1c(SCC(=O)NCc2ccco2)nc2sc3c(c2c1=O)CCCCC3 | 13 | 4 | -10 | 0 | 1 | 2 | 2 | -5 | 0.9 |
| CC(NC(=O)c1cccs1)C(c1cccs1)N1CCN(Cc2ccccc2)CC1 (configuration not stated) | 8 | 0 | -10 | 8 | -1 | -5 | 4 | -4 | 0.9 |
| COC(=O)C1=C(C)N(C)C(=O)NC1c1cc(Cl)cc(Cl)c1OC (configuration not stated) | -6 | 1 | -11 | 8 | 2 | -2 | 3 | 4 | 0.9 |

Rewritten field by field: entries from further up.
mol: Cc1ncc([N+](=O)[O-])n1CCO
  HEK293 NFkB inh = x; ROCK2 blocker = 3; Cdc25B inh = -17; DUSP1 inh = 37; MMP13 inh = 0; Jurkat tox 60K = x; PKA inh = -1; JNK3 inh = -4; TNAP act DEA = 0.9

mol: CC(=O)c1cccc(S(=O)(=O)N2CCC(n3nnc4cc(F)ccc43)CC2)c1
  HEK293 NFkB inh = 3; ROCK2 blocker = 3; Cdc25B inh = -6; DUSP1 inh = -7; MMP13 inh = 2; Jurkat tox 60K = -7; PKA inh = 8; JNK3 inh = 9; TNAP act DEA = 0.9

mol: CCOc1cc(C(=O)NC)cc(OCC)c1OCC
  HEK293 NFkB inh = -2; ROCK2 blocker = 0; Cdc25B inh = -8; DUSP1 inh = 16; MMP13 inh = 8; Jurkat tox 60K = -1; PKA inh = -2; JNK3 inh = -4; TNAP act DEA = 0.9

mol: O=C(CSc1ncnc2c1oc1ccccc12)NCc1ccco1
  HEK293 NFkB inh = 16; ROCK2 blocker = 2; Cdc25B inh = 5; DUSP1 inh = 16; MMP13 inh = 0; Jurkat tox 60K = 3; PKA inh = 5; JNK3 inh = 3; TNAP act DEA = 0.8
